RAD52 inh: inhibitors of human RAD52 DNA annealing | P43351 | recombinant RAD52 DNA annealing, FRET fluorescence | inhibition, % at 18.7 µM | hit rate 0.46% among 360,000 | AID 651710;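 active = every replicate showing at least 50% inhibition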
Target sequence (P43351 whole entry, looked up): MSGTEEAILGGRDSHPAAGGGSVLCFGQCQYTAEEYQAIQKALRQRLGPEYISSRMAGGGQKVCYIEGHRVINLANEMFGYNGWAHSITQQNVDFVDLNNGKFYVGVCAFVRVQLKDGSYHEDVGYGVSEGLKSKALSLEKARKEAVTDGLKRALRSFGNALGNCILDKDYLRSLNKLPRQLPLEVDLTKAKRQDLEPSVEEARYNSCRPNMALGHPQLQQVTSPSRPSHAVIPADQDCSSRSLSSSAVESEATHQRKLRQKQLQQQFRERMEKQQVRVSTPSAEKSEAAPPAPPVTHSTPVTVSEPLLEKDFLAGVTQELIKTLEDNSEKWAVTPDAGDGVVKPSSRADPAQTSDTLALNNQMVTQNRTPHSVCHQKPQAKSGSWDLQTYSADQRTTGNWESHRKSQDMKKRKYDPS
RAD54 inh: RAD54 (human) branch migration inhibition; Q92698; RAD54 Holliday junction branch migration, FAM/BHQ fluorescence; inhibition, % at 10.4 µM; hit rate 0.14% among 360,000; AID 602329;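 active = mean normalized replicate activity at least 40 and at least half of replicates scoring 40 or more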;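 also: 0% = median of neutral control wells and 100% = median of positive control wells; inhibitors cause a drop in the FAM fluorescence signal; in these data hits start at about 50%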
GSIS activator: GLuc luminescence reporter in INS-1E cells, primary screen for activators of glucose-dependent secretion of insulin; hit rate 0.61% among 370,000; activation, % at 16.6 µM; INS-1E GLuc reporter insulin secretion, 2-3 h;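 active = lowest replicate activation of at least 40%, so every replicate reaches that level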;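 also: 0% = median of neutral control wells and 100% = median of IBMX positive control wells; some compounds called inactive have numbers as strong as hits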
esBAF inh: SWI/SNF esBAF complex inhibition; mouse ES cells, Bmi1-luciferase knock-in reporter, 24 h; 100% = twice the neutral-well signal; reporter increase, % at 12.5 µM; hit rate 2% among 350,000; in the data active = activation above about 40%;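 also: 0% = median of the plate's neutral control wells and 100% = double that signal; a rise in the Bmi1 reporter signal indicates esBAF inhibition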
F508del corr: CFTR F508del correction in bronchial cells; AID 720511; hit rate 0.36% among 350,000; activity (quench increase), % at 7.58 µM; CFBE cells, YFP halide quenching; stimulated with forskolin plus potentiator P3; % fluorescence drop versus neutral controls;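 active = mean added fluorescence quench of at least 8% versus neutral control, with both replicates also reaching 8%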;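 also: cells transiently co-express mutant CFTR-F508del with the halide-sensitive YFP; corrector assay measuring rescue of mutant channel to the surface after 24 h compound exposure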
Xi reactivation: X-chromosome reactivation activator; activation, % at 7.58 µM; hit rate 0.055% among 360,000; AID 743238; XiGFP mouse fibroblasts, % GFP-positive cells imaging, 3 d; cells co-treated with 5-aza-dC sensitizer; scaled so ellipticine positive control = 100%;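 active = mean normalized replicate activation at least 10% and every replicate at or above 10%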;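 also: 0% = median of on-plate neutral control wells and 100% = ellipticine 6 µM median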
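assay system = SV40-immortalized XiGFP fibroblast cells, line 68-5-11 | buffer or medium = DMEM plus 5-aza-dC sensitizer | doses = single-point pinned compound dosing | times = 3-day compound exposure, then 15 min fixation at room temperature | benchmarks = positive control ellipticine, 6 µM final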
ERAP1 inh: ERAP1 (human) enzyme inhibition; Q9NZ08; recombinant ERAP1, Leu-AMC fluorescence, 60 min; AID 652197; inhibition, % at 10.7 µM; hit rate 0.15% among 340,000;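 active = mean replicate inhibition of at least 30%, or all replicates individually reaching that 30% level; inactive = mean below 30% and not every replicate reaching it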;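 also: 0% = neutral control wells and 100% = L-leucinethiol positive control wells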
ARNT-TACC3 inh: ARNT/TACC3 interaction disruption. AlphaScreen His-ARNT PAS-B/GST-TACC3 binding, luminescence; TACC3 fragment carries E629A point mutation. inhibition, % at 9.99 µM. hit rate 0.66% among 390,000. AID 623870;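 active = mean inhibition of replicates at least 50% and at least half of replicates each reaching 50%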;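 also: 0% = complete ARNT plus TACC3 wells and 100% = ARNT alone without TACC3; many hits fall short of the cut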
* marks the source's active call; other numbers are inactive results; . = not tested or not shown; & = joins results of further samples.

SMILES | RAD52 inh | RAD54 inh | GSIS activator | esBAF inh | F508del corr | Xi reactivation | ERAP1 inh | ARNT-TACC3 inh
O=C(Nc1ccc([N+](=O)[O-])cc1)c1nc[nH]c1C(=O)NC1CCCCC1 | -11 | . | -2 | . | 2.2 | 0.0 | 0 | 3
Cc1ccc(S(=O)(=O)N(C)c2ccc(OCC(=O)N3CCCC(C(F)(F)F)C3)cc2)cc1 (centres undefined) | -8 | -6 | -14 | 2 | 6.2 | -0.1 | -2 | -22
Cc1cc(C)c(OCC(O)CNC(C)(C)C)c(C)c1 (centres undefined) | -15 | 2 | 8 | . | -0.7 | 0.2 | 0 | -10
COc1ccc(NC(=O)N(C)C[C@@H]2OCCCC[C@H](C)Oc3ccc(NC(=O)C4CCCCC4)cc3C(=O)N([C@H](C)CO)C[C@H]2C)cc1 | -48 | -9 | -7 | -5 | 2.0 | -0.1 | 3 | -2
CS(=O)(=O)Nc1ccc2c(c1)[C@H]1C[C@@H](CC(=O)NCc3ccc(Cl)cc3)O[C@@H](CO)[C@H]1O2 | 1 | 4 | 3 | -5 | 1.2 | 0.7 | 1 | -2
CCOC(=O)c1ccc(S(=O)(=O)n2c(CN3CCCCC3)nc3ccccc32)cc1 | . | 2 | -3 | 9 | . | . | . | -1
CC(=O)N(NC(N)=O)C(C)CC(=O)C1C(C)C=CCC1(C)C (centres undefined) | -5 | -7 | -5 | . | -0.4 | -0.1 | -2 | 6
COc1ccc(C2C3C=CCC(c4cccc(-c5ccc(C)cc5)c4)C3C(=O)N2Cc2ccccc2)cc1Cl (centres undefined) | -12 | 0 | 4 | 2 | -1.2 | 0.0 | . | -2
CCOC(=O)[C@]12Cc3c(cc(OC)c(OC)c3OC)[C@H]1N(CCC(=O)OC)C(=O)c1cc(OC)ccc12 | -22 | . | -21 | . | 2.6 | 0.4 | -1 | .
Cc1cccc(N2C(=O)N3[C@H](c4ccc(Br)cc4)[C@@H]4C(=O)N(C(C)(C)C)C(=O)[C@@H]4[C@]3(C)C2=O)c1 | -7&-12 | -3 | -19 | 3 | -0.6 | 0.7 | 0&1 | -1
Cn1c(=O)[nH]c(=O)c2c1nc(SCCCO)n2CCCc1ccccc1 | -3 | -5 | 36 | -2 | -1.3 | 0.0 | 4 | -2
CCC(=O)N1CC2(C1)CN(C(=O)CC)[C@H](CO)c1[nH]c3cc(OC)ccc3c12 | -1 | . | 12 | . | -3.6 | 0.3 | -3 | .
CCn1c2ccccc2c2cc(NC(=O)c3ccc(Br)o3)ccc21 | . | 5 | -13 | -10 | . | . | . | -1
O=C(CN1CCN(C(=O)C2CC2)CC1)Nc1cc(C(F)(F)F)cc(C(F)(F)F)c1 | -1 | -4 | -39 | -2 | 0.7 | 0.0 | 2 | -2
C[C@H]1CN([C@@H](C)CO)C(=O)c2cc(NC(=O)C3CCCCC3)ccc2O[C@H]1CN(C)S(C)(=O)=O | 8 | 0 | 18 | 5 | 0.8 | -0.1 | 3 | 5

Copied from the list:
CC(=O)N(NC(N)=O)C(C)CC(=O)C1C(C)C=CCC1(C)C (centres undefined) | ARNT-TACC3 inh: 6
COc1ccc(C2C3C=CCC(c4cccc(-c5ccc(C)cc5)c4)C3C(=O)N2Cc2ccccc2)cc1Cl (centres undefined) | RAD52 inh: -12

Sorted by value in esBAF inh (smallest number first): 3 of the compounds above
| mol | RAD52 inh | GSIS activator | esBAF inh | F508del corr | ERAP1 inh | ARNT-TACC3 inh |
| --- | --- | --- | --- | --- | --- | --- |
| Cc1ccc(S(=O)(=O)N(C)c2ccc(OCC(=O)N3CCCC(C(F)(F)F)C3)cc2)cc1 (centres undefined) | -8 | -14 | 2 | 6.2 | -2 | -22 |
| Cc1cccc(N2C(=O)N3[C@H](c4ccc(Br)cc4)[C@@H]4C(=O)N(C(C)(C)C)C(=O)[C@@H]4[C@]3(C)C2=O)c1 | -7&-12 | -19 | 3 | -0.6 | 0&1 | -1 |
| C[C@H]1CN([C@@H](C)CO)C(=O)c2cc(NC(=O)C3CCCCC3)ccc2O[C@H]1CN(C)S(C)(=O)=O | 8 | 18 | 5 | 0.8 | 3 | 5 |

Next section.
SMILES | RAD52 inh | RAD54 inh | GSIS activator | esBAF inh | F508del corr | Xi reactivation | ERAP1 inh | ARNT-TACC3 inh
CC1C(c2ccccc2)OCCN1C(=S)NC(=O)c1ccccc1 (centres undefined) | -6 | . | 3 | . | -1.0 | -0.1 | 0 | .
CCCN(C)C[C@H]1Oc2cc(-c3ccncc3)ccc2S(=O)(=O)N([C@H](C)CO)C[C@H]1C | 10 | -5 | -4 | -5 | 0.5 | 0.0 | -1 | 2
NC(=O)[C@@H]1CCCCNc2c(F)cc([N+](=O)[O-])cc2C(=O)N[C@@H](CC(=O)O)C(=O)NCC(=O)N1 | 0 | 2 | 7 | -11 | 0.1 | -0.1 | . | -2
CCCC(C)(C)C(=O)N1CCC1(C)C(=O)Nc1ccc2c(c1)OCCO2 (centres undefined) | -2 | 10 | 5 | -5 | -3.1 | -0.1 | 4 | .
O=C([C@@H]1[C@@H](CO)[C@@H]2Cn3c(ccc(-c4ccccc4F)c3=O)[C@H]1N2C(=O)C1CC1)N1CCCCC1 | -2 | -4 | -36 | 1 | -0.6 | 0.5 | 0 | 13
Cc1ccccc1NC(=O)CN1C(=O)S/C(=C\c2ccc(-c3cccc(C(=O)O)c3C)o2)C1=O | -45 | . | -7 | . | 2.3 | -0.1 | 0 | .
CCc1ccc(N(C(=O)c2csnn2)C(C(=O)NC2CCCCC2)c2ccncc2)cc1 (centres undefined) | -10 | 9 | 4 | 17 | 3.0 | 0.1 | -1 | .
COCCNC(=S)N(C)[C@H]1C[C@H]2c3[nH]c4ccccc4c3CCN2C[C@H]1[C@H](C)O | -74 | . | 10 | . | 1.2 | 0.5 | 3 | .
CCN(CC)C(=O)Cn1cnc2sc(C(=O)NCCCN3CCOCC3)c(C)c2c1=O | -9 | -4 | 16 | 4 | 1.3 | -0.1 | -2 | 1
CC1C=NC(S(=O)(=O)N2CC[C@H]3[C@@H](CO)N(C)c4ccc(C#Cc5ccccc5)cc4[C@H]32)=N1 (some centres undefined) | 5 | 5 | -6 | -13 | 1.9 | 0.3 | 0 | 12
C[C@@H]1CN([C@@H](C)CO)S(=O)(=O)c2ccc(C#CC3(O)CCCC3)cc2O[C@@H]1CN(C)C(=O)Nc1cccc(F)c1 | -12 | -19 | -16 | 0 | 3.4 | 0.0 | 3 | 6
Cc1cc(C)c(C#N)c(N2CCOCC2)n1 | . | 3 | 9 | 3 | . | . | . | 0
CCOC(=O)c1ccc(S(=O)(=O)N2CCC(C(=O)OCC)CC2)cc1 | -5 | 2 | 1 | 7 | -2.7 | . | -11 | 2
COCC#Cc1ccc2c(c1)O[C@@H](CN(C)C(=O)c1ccccc1F)[C@H](C)CN([C@@H](C)CO)S2(=O)=O | -17 | 0 | -14 | 0 | 0.4 | -0.4 | -2 | -6
O=C(/C=C1\OCc2cc(OCc3ccccc3)ccc21)OCc1ccccc1 | -26 | . | 17 | . | -0.1 | -0.1 | -2 | .
COc1ccccc1-c1ccc(=O)n(CC(=O)NCc2ccco2)n1 | -4 | . | -3 | . | . | 0.0 | -4 | -2
CCN(CC)C(=O)c1cc(-c2ccccc2OC)on1 | . | -1 | 7 | 19 | . | . | . | -30
C[C@H](CO)N1C[C@H](C)[C@H](CN(C)C)Oc2c(NC(=O)Nc3cccc4ccccc34)cccc2C1=O | -1 | . | 10 | . | -1.9 | -0.7 | -1 | .
CS(=O)(=O)N1N=C(c2cccs2)CC1c1ccc(Cl)o1 (centres undefined) | -44 | . | 6 | . | 0.7 | 0.0 | 1 | 3
CCn1nc(C)c(C(=O)Nc2cc(Oc3cc(C)cc(C)c3)cc([N+](=O)[O-])c2)c1C | . | -12 | -31 | -10 | . | . | . | 5
Cc1cccc(-c2ccc([C@H]3[C@H](CO)N4CCCCN(S(=O)(=O)c5cn(C)cn5)C[C@@H]34)cc2)c1 | -2 | -4 | -17 | . | -1.9 | 1.9 | 0 | 13
CCn1cc([N+](=O)[O-])c(C(=O)N2CCOCC2)n1 | . | -11 | 11 | . | . | 0.3 | . | 0
COc1ccc(CN(C)C[C@@H]2Oc3c(NS(C)(=O)=O)cccc3C(=O)N([C@H](C)CO)C[C@@H]2C)cc1 | -19 | 4 | 20 | -2 | -1.1 | 0.3 | -2 | 13
COCC(=O)N1[C@H](CNC(=O)c2ccccn2)[C@H](c2ccccc2)[C@@H]1CO | . | -2 | 7 | 0 | -1.8 | 0.3 | . | 0
Cc1nc2cc(Cl)ccc2c(=O)n1Cc1ccncc1 | -1 | -4 | 16 | 0 | 1.0 | 0.4 | -3 | 2
Nc1ccc(S(=O)(=O)c2ccc(NC(=O)c3cccnc3)cc2)cc1 | 10 | -6 | -14 | . | . | 0.0 | -10 | -4
COc1ccc(N2C(=O)C3CC=C(Cl)CC3C2=O)cc1 (centres undefined) | -11 | -6 | 17 | -3 | -0.5 | . | -2 | -11
COc1ccc(Cl)cc1NC(=O)CN1CCN(S(=O)(=O)N2CCC(C)CC2)CC1 | 4 | 4 | -4 | -4 | 2.0 | -0.1 | -3 | 10
CCOC(=O)c1cc(NCc2cccs2)ccc1N1CCOCC1 | -49 | 1 | 9 | -4 | 0.4 | -0.2 | 7 | -10
COc1ccc(-c2coc3c(C(=O)NCc4cccs4)cccc23)c(C)c1 | -16 | 0 | 3 | -4 | -2.5 | -0.1 | 3 | .
O=C(CN1CCN(C(=O)c2ccccc2Cl)CC1)Nc1cccc(S(=O)(=O)N2CCCC2)c1 | -12 | 3 | 1 | 11 | -0.9 | -0.1 | 5 | 3
CC(=O)N/N=C(\C)CC(=O)Nc1cccc2c1CCCC2 | -10 | . | -12 | . | 0.3 | 0.0 | -1 | -7
Cc1ccccc1OCC(=O)OC(C)C(=O)NC1CCCC1 (centres undefined) | -8 | -6 | 13 | -5 | 2.3 | 0.1 | -3 | 2
CCNc1nc(NCC)nc(SCCOC(=O)COc2ccc(Cl)cc2Cl)n1 | -17 | 0 | 8 | -5 | 0.9 | . | -3 | -4
COc1ccc(NC(=O)Nc2ccc3c(c2)C(=O)N([C@H](C)CO)C[C@H](C)[C@H](CN(C)C(=O)Nc2ccc(C(F)(F)F)cc2)O3)cc1 | 6 | -12 | -27 | 4 | -0.3 | 0.2 | 0 | .
COc1ccc(NC(=O)N(C)C[C@H]2OCCCC[C@H](C)Oc3ccc(N(C)C)cc3C(=O)N([C@@H](C)CO)C[C@@H]2C)cc1 | 8 | 3 | -2 | 3 | -0.4 | -1.1 | 1 | 5
COc1cccc(Nc2nc(-c3cccs3)nc3ccccc23)c1 | -35 | -4 | 5 | 0 | 2.4 | 0.2 | -1 | .
CCOC(=O)N1CCN(C(c2ccc(Cl)cc2)c2sc3nc(C)nn3c2O)CC1 (centres undefined) | -2 | 2 | . | 6 | 3.6 | 0.0 | 20 | -6
Cc1cccc(C)c1NC(=O)CN1CCN(C(=O)C2CCC2)CC1 | -10 | 10 | 31 | -1 | -0.5 | 0.0 | -8 | -6
CC1c2ccccc2N(NC(=O)Cc2ccccc2)C1C (centres undefined) | -8 | . | . | 0 | -1.4 | 0.0 | 1 | 0

Screening results (PubChem BioAssay)
